Screening data as filed in PubChem.
GDH-TPI counter – GDH-TPI coupling enzyme inhibitors, primary screen, artefact control for M. tuberculosis FBA inhibitor project, biochemical, absorbance, full deck; GDH-TPI coupled enzyme counterscreen, NADH absorbance; 360,000 tested, 1.2% active; inhibition, % at 4.8 µM; AID 588335, 2011; in the data active = inhibition above about 30%;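 also: 0% = DMSO wells and 100% = wells lacking the enzyme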
MazF activator – activators of E. coli MazEF toxin-antitoxin RNase, primary screen, biochemical, fluorescence, uHTS | FAM/BHQ RNA-DNA oligo cleavage fluorescence, 5 h | activation, % at 20 µM | 350,000 tested, 0.32% active | AID 504720, 2011; in the data active = activation above about 50%
Target sequence (P0AE70 whole entry, looked up): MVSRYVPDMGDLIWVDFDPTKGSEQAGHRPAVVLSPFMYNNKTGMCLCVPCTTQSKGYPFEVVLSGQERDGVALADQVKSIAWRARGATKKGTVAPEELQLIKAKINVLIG
FBA Mtb inh – Mtb FBA enzyme inhibitors, primary screen, biochemical, fluorescence, strain H37Rv; Fructose-bisphosphate aldolase (Mycobacterium tuberculosis (strain ATCC 25618 / H37Rv)), …; purified M. tuberculosis FBA, fluorescence read-out; inhibition, % at 1 µM; 360,000 tested, 2.3% active; AID 588726, 2011; in the data active = inhibition above about 27%;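 also: 0% = vehicle and 100% = reference inhibitor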
Target sequence (P9WQA3 whole entry, looked up): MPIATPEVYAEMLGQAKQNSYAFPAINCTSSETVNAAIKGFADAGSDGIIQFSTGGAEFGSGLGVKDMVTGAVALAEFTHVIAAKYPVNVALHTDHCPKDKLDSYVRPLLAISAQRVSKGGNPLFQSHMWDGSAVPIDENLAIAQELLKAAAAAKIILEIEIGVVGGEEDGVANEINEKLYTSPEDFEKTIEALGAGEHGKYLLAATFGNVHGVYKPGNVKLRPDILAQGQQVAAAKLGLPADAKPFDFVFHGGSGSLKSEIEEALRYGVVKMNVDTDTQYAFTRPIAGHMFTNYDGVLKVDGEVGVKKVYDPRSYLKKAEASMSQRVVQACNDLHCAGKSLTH
Mtb UGM inh – M. tuberculosis UGM enzyme inhibitors, primary screen, biochemical, fluorescence polarization, single point. UDP-galactopyranose mutase (Mycobacterium tuberculosis (strain ATCC 25618 / H37Rv)), …. 320,000 tested, 0.06% active. purified UGM, fluorescence polarization probe displacement. inhibition, % at 10 µM; in the data active = inhibition above about 10%, passing the limit was not always enough; inconclusive = no clear call, values can overlap the other calls
FadD28 FP inh – inhibitors of FadD28 bisubstrate probe binding, primary screen, biochemical, fluorescence polarization, single point | inhibition, % at 12.5 µM | AID 588549, 2011 | 360,000 tested, 0.22% active; in the data active = inhibition above about 8.5%, passing the limit was not always enough; inconclusive = no clear call, values can overlap the other calls
PrPC surface inh – inhibitors of human cell surface prion protein PrPC, primary screen, cell-based, TR-FRET | TR-FRET read-out | inhibition, % at 13.8 µM | 370,000 tested, 0.43% active; in the data active = inhibition above about 24%; also: 0% = median of the test wells and 100% = reference compound wells
BoNT-F LC inh – BoNT/F light chain protease inhibitors, primary screen, biochemical, flow cytometry, MLPCN library. Botulinum neurotoxin type F light chain protease (Clostridium botulinum). Multiplex microsphere protease cleavage assay. inhibition, % at 10 µM. 360,000 tested, 0.22% active; in the data active = inhibition above about 35%, passing the limit was not always enough; inconclusive = no clear call, values can overlap the other calls; also: plate controls were buffer without enzyme for full effect and enzyme alone for no effect
Rv3671c protease – Rv3671c serine protease inhibitors, primary screen, biochemical, fluorescence polarization, M. tuberculosis H37Rv; inhibition, % at 5.96 µM; 320,000 tested, 0.048% active; P9WHR9; in the data active = inhibition above about 38%;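 also: extracellular domain of Rv3671c used as enzyme; 0% = enzyme with DMSO and 100% = no enzyme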
Target sequence (P9WHR9 whole entry, looked up, the tested form may be a part): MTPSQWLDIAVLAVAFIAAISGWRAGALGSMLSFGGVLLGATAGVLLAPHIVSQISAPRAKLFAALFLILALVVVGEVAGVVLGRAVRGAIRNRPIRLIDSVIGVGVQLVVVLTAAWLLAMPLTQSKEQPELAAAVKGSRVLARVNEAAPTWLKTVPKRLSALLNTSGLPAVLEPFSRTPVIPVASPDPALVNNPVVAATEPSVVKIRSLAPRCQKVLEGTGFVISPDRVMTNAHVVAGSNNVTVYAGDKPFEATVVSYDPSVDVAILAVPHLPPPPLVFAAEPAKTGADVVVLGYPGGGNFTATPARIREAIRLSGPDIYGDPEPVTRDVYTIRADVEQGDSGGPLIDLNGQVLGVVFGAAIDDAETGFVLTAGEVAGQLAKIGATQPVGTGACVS
BioA inh – M. tuberculosis BioA enzyme inhibitors, primary screen, biochemical, plate reader, single point, HTS; purified M. tuberculosis BioA enzyme; inhibition, % at 9.99 µM; 360,000 tested, 0.096% active; AID 602481, 2012; in the data active = inhibition above about 40%; inconclusive = no clear call, values can overlap the other calls
Active calls of the source: *; ? = inconclusive; · = not tested or not shown; + = active, no number. Not a hit list; any-hit rate near 4.8%.

SMILES	GDH-TPI counter	MazF activator	FBA Mtb inh	Mtb UGM inh	FadD28 FP inh	PrPC surface inh	BoNT-F LC inh	Rv3671c protease	BioA inh
CN(CCCNC(=O)C1CCN(S(=O)(=O)N2CCC3(CC2)OCCO3)CC1)Cc1ccccc1	3	-5	-2	-3.2	-1.8	-7	2	-16	-3.1
CC(C)(C)n1nc2c(c1NC(=O)COc1ccccc1F)CS(=O)(=O)C2	3	6	0	-2.3	-1.5	6	4	11	·
Cc1cc(O)c(/C=N/Nc2ccc(Cl)cc2)c(=O)o1	1	-1	9	3.2	-0.3	13	-8	3	·
N#Cc1ccc(C(=O)Nc2ccc3ccccc3c2)cc1	9	29	3	1.9	-0.6	2	-4	-7	-3.0
CC1CCCC(N2CCN(C(=O)c3ccc([N+](=O)[O-])cc3)CC2)C1 (stereo not given)	13	-27	0	1.0	-0.9	-27	?	·	5.7
NS(=O)(=O)c1ccc(NC(=O)CCC(=O)O)cc1	2	·	-3	·	-4.2	3	3	·	-0.1
Cc1cc(C(=O)N2CCC2(C)C(=O)Nc2cccc3ccccc23)nn1C (stereo not given)	1	·	-1	·	-2.4	-4	-2	·	-0.6
COc1ccc(-c2cc(C(=O)n3cnc4ccccc43)c3ccccc3n2)cc1	13	-1	113*	·	-5.2	-6	1	-6	0.8
Cc1ccc2nc(Br)c3c(c2c1)OC(CBr)C3 (stereo not given)	11	4	1	-2.0	-16	29*	-12	0	2.8
CC(C)c1ccc(C(=O)N2CCCCC2c2cc(C(=O)Nc3ccncc3)no2)cc1 (stereo not given)	-3	·	-2	·	-2.5	0	-3	·	0.1
O=C(Cc1cc(=O)[nH][nH]1)N/N=C/c1c(F)cccc1Cl	2	0	2	-4.7	-0.5	-6	-4	-42	·
COc1ccc(C2CC(c3ccc(OC)cc3O)=NN2C(=O)c2ccccc2)cc1 (stereo not given)	5	-10	2	-2.8	-2.8	-5	7	-9	0.4
O=C(COc1ccccc1)N1CCN=C1c1ccccc1	1	7	-6	4.6	-1.6	-3	-3	-1	·
O=C(C1CCC(CNS(=O)(=O)c2cccc3cccnc23)CC1)N1CCCC1 (stereo not given)	5	1	3	0.6	2.5	-5	2	-2	0.2
O=S(CCc1ccncc1)Cc1ccccc1 (stereo not given)	-3	-4	4	1.7	2.1	-7	-1	3	0.9
CCOc1ccc2nc(NC(=O)Cc3cccs3)sc2c1	11	-4	0	-1.6	-1.3	·	12	-9	-0.8
COc1cccc(/C=C/C(=O)NCc2ccc(S(N)(=O)=O)cc2)c1	-4	1	28*	-5.2	-3.9	-3	-2	14	-1.1
O=C(CSc1nnc2scc(-c3ccccc3)n12)N1CCN(Cc2ccccc2)CC1	4	3	0	-1.4	-2.9	-3	2	11	·
CCOc1ccc(S(=O)(=O)Nc2ccc(C(=O)N(CC)CC(=O)NCc3cccs3)cc2)cc1	-5	-5	-1	·	-2.4	-4	-2	·	0.4
CCCCSc1ncnc2c1ncn2C1CCCCO1 (stereo not given)	6	3	0	·	-0.2	6	-5	·	-0.9
COc1ccccc1N1CCN(C(CNS(=O)(=O)c2ccc(C)cc2)c2cccnc2)CC1 (stereo not given)	4	-11	-2	-0.5	-1.0	-1	-19	11	0.9
Cn1c(=O)c2c(ncn2CC(=O)N2CCN(S(=O)(=O)c3ccccc3)CC2)n(C)c1=O	2	-11	2	-1.4	2.3	2	·	1	0.5
Nc1cc(C(=O)O)c(Oc2ccc(Cl)cc2Cl)cc1C(=O)O	-1	-3	+	4.1	-2.2	5	-3	-9	·
Cc1cc(=O)[nH]c(N/N=C/c2ccccc2C(F)(F)F)n1	4	8	-3	0.4	-2.8	4	-1	-8	·

As a short view, some entries already given.
SMILES	GDH-TPI counter	MazF activator	FBA Mtb inh	Mtb UGM inh	FadD28 FP inh	PrPC surface inh	BoNT-F LC inh	Rv3671c protease	BioA inh
O=C(COc1ccccc1)N1CCN=C1c1ccccc1	1	7	-6	4.6	-1.6	-3	-3	-1	·
O=C(C1CCC(CNS(=O)(=O)c2cccc3cccnc23)CC1)N1CCCC1 (stereo not given)	5	1	3	0.6	2.5	-5	2	-2	0.2
O=S(CCc1ccncc1)Cc1ccccc1 (stereo not given)	-3	-4	4	1.7	2.1	-7	-1	3	0.9
CCOc1ccc2nc(NC(=O)Cc3cccs3)sc2c1	11	-4	0	-1.6	-1.3	·	12	-9	-0.8
COc1cccc(/C=C/C(=O)NCc2ccc(S(N)(=O)=O)cc2)c1	-4	1	28*	-5.2	-3.9	-3	-2	14	-1.1
O=C(CSc1nnc2scc(-c3ccccc3)n12)N1CCN(Cc2ccccc2)CC1	4	3	0	-1.4	-2.9	-3	2	11	·
CCOc1ccc(S(=O)(=O)Nc2ccc(C(=O)N(CC)CC(=O)NCc3cccs3)cc2)cc1	-5	-5	-1	·	-2.4	-4	-2	·	0.4
CCCCSc1ncnc2c1ncn2C1CCCCO1 (stereo not given)	6	3	0	·	-0.2	6	-5	·	-0.9
COc1ccccc1N1CCN(C(CNS(=O)(=O)c2ccc(C)cc2)c2cccnc2)CC1 (stereo not given)	4	-11	-2	-0.5	-1.0	-1	-19	11	0.9
Cn1c(=O)c2c(ncn2CC(=O)N2CCN(S(=O)(=O)c3ccccc3)CC2)n(C)c1=O	2	-11	2	-1.4	2.3	2	·	1	0.5
Nc1cc(C(=O)O)c(Oc2ccc(Cl)cc2Cl)cc1C(=O)O	-1	-3	+	4.1	-2.2	5	-3	-9	·
Cc1cc(=O)[nH]c(N/N=C/c2ccccc2C(F)(F)F)n1	4	8	-3	0.4	-2.8	4	-1	-8	·

(further entries)
SMILES	GDH-TPI counter	MazF activator	FBA Mtb inh	Mtb UGM inh	FadD28 FP inh	PrPC surface inh	BoNT-F LC inh	Rv3671c protease	BioA inh
CCn1c(=O)c2c(n3cnnc13)-c1ccccc1CC21CCCCC1	16	6	1	-1.5	0.9	-3	0	6	0.2
COc1cc(C(=O)Nc2ccc3c(c2)Cc2cc(NC(=O)c4cc(OC)c(OC)c(OC)c4)ccc2-3)cc(OC)c1OC	5	-10	0	·	-5.1	-10	-2	-3	-1.1
Cc1ccc(CNC(=O)/C=C/C(=O)O)cc1	-3	6	-1	1.0	-3.1	0	0	3	·
O=C(NC1CC1)[C@@H]1CSC2c3ccccc3C(=O)N21 (stereo not given in full)	-2	7	6	0.9	-1.0	-2	0	-4	-2.3
COc1ccccc1OCCC(=O)OCC(=O)NC(=O)NC(C)(C)C	-1	-4	1	-1.6	-2.6	1	4	-6	2.2
Cc1nc(C(F)(F)F)ccc1C(=O)N1CCC1(C)C(=O)NS(=O)(=O)c1ccc(C(C)(C)C)cc1 (stereo not given)	13	·	2	·	0.2	-1	-8	·	-0.1
CCOc1cc(NC(=O)c2ccco2)c(OCC)cc1NC(=O)COc1ccccc1	-7	3	-2	5.2	-3.4	-6	17	2	·
CCOC(=O)c1ccc(CSc2nncn2N)o1	2	1	-2	-2.0	-2.4	-1	-11	-5	-0.7
Cc1ccc(-c2nc(-c3nccc4ccccc34)oc2-c2ccccc2)cc1	10	-11	9	0.2	-3.4	-2	?	-5	·
Brc1ccc(-c2csc(Nc3nc(-c4ccc(Br)cc4)cs3)n2)cc1	16	-8	3	4.9	0.2	4	-51	-7	0.1
O=C(NC1CCCC1)c1cc2nc(-c3ccco3)cc(C(F)(F)F)n2n1	5	7	16	-0.7	-0.9	-17	-9	-6	1.3
COc1ccc(CC(=O)NCCN2CCCC2)cc1	-3	2	1	-1.1	1.4	2	-4	-6	·
O=C(O)c1ccc(F)c(S(=O)(=O)Nc2ccccc2)c1	3	-2	1	2.7	0.0	-4	5	2	-0.5
COC(=O)c1nnn(-c2nonc2N)c1-c1cccs1	8	-4	4	-3.6	0.7	-3	-2	3	0.5
Cc1ccc(N(Cc2cc3cc(C)ccc3[nH]c2=O)C(=O)c2cccs2)cc1	-9	89*	-1	·	-4.7	-2	-3	-3	·
CC(C)(C)NC(=O)C(c1ccc(F)cc1)N(Cc1cccs1)C(=O)c1ccc(CN2CCOCC2)o1 (stereo not given)	6	-24	2	-2.2	-1.8	0	0	7	·
CCc1c(C)nc2ncnn2c1N1CCC(C(=O)NCc2cccs2)CC1	-2	6	-2	3.4	-4.0	-4	-2	-15	5.7
O=C(NC1CCC(O)CC1)c1cc(Cl)c2c(c1)OCCO2 (stereo not given)	-3	-5	-4	0.7	-13	-6	-5	-3	0.4
COC(=O)/C(=C(O)\C=C\c1ccccc1[N+](=O)[O-])c1nc2ccccc2[nH]1	19	15	-5	-1.8	0.7	-13	-4	17	-2.0
Cc1ccccc1OCC(=O)Nc1ccc(N2CCN(S(C)(=O)=O)CC2)cc1	14	5	-7	1.2	-4.6	4	-2	-5	1.2
CCc1ccc(NC(=O)NNC(=O)CCc2ccccc2)cc1	8	5	2	1.5	-1.6	5	-1	-13	-0.7
CCCCN(C)c1c(C)nc2ccc(C(=O)N(CC)CCN(C)C)cn12	5	·	7	·	0.2	-3	-1	·	0.4
O=C(CNC(=O)C1CCCCC1)OC(C(=O)c1ccccc1)c1ccccc1 (stereo not given)	0	-2	4	1.9	-0.6	1	2	-1	-1.1
Cc1cc(C)n(C(C)Sc2ccccc2)n1 (stereo not given)	-6	-16	0	2.2	-2.0	-4	-1	-4	-0.8
COC(=O)c1ccc(CSc2nnc(-c3c[nH]c4ccccc34)n2-c2ccccc2)cc1	1	-4	0	-1.4	-0.8	1	8	-6	·
CC(C)(C)NC(=O)c1cc(-c2ccccc2)n[nH]1	6	1	-1	1.2	-4.3	-3	12	5	1.0
Cc1nn(CCCC(=O)NCCc2ccccc2)c(C)c1[N+](=O)[O-]	-7	-5	2	-0.4	-3.0	-1	0	-1	·
CC(C#N)Sc1nc2ccccc2c(=O)n1-c1ccccc1 (stereo not given)	2	3	-1	3.1	-3.5	-5	3	-11	5.1
Cc1cc(SCC(=O)N/N=C/c2cccnc2)nc2c(C)cccc12	-1	-31	-3	-4.6	-0.6	0	-1	4	·
COCCN(CC(=O)Nc1cccc(C)c1C)C(=O)C1(c2ccc(Cl)cc2)CCC1	22	-12	3	1.0	-0.6	1	-6	-4	-2.5
CC1=C(C(=O)OC2CCCCCCC2)C(c2cccc(O)c2)NC(=O)N1 (stereo not given)	8	-4	-2	2.8	-5.9	5	1	-11	·
O=C(C1CC(Cl)CN1S(=O)(=O)c1ccc(Cl)cc1)N1CCOCC1 (stereo not given)	4	-1	-1	0.9	-0.6	0	11	-1	·
O=C(COC(=O)Cc1ccccc1F)NC(=O)NC1CCCC1	1	10	-2	-3.0	-2.2	4	-2	7	0.3
O=c1c2ccccc2nc(CN2CCOCC2)n1-c1ccccc1F	-5	-3	-1	-0.2	-3.4	4	-2	5	5.3
O=C(O)Cn1c(=O)c2c3c(sc2n(Cc2ccccc2F)c1=O)CCCC3	3	5	-1	-3.5	-1.5	-1	-2	2	5.3
